ELG1 DNA repair – qHTS screen for small molecules that inhibit ELG1-dependent DNA repair in human embryonic kidney (HEK293T) cells expressing luciferase-tagged ELG1; HEK293T ELG1-luciferase reporter, luminescence, 16 h; DNA damage induced by 5-fluorouridine; Potency, µM (titrated, usually from 46.1 µM), without a hit: at the highest dose activity change, negative = inhibition, actives largely listed as inhibitors; 2.3% of 330,000 active; also: potency is read from the fitted curve at half-maximal effect; % is scaled to controls: 0 for no effect and ±100 for the full control effect; nearly all actives have a fitted effect of over 55% in size
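Cells (2,000 per well) received 5-fluorouridine plus test compound or DMSO and were incubated 16 hr at 37 °C, 5% CO2. Luciferase activity was read by luminescence 30 min after ONE-Glo addition; signal suppression marked inhibition of damage-induced ELG1 function.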
BCR signal inh – qHTS Assay to Find Inhibitors of Chronic Active B-Cell Receptor Signaling; 0.05% of 340,000 active; ABC-DLBCL IkBa-CBG/CBR reporter, luminescence ratio, 4 h; Potency, µM (doses to about 46.1 µM), for the others: at the top dose ratio change, negative = lower green/red ratio, actives largely listed as inhibitors; AID 493014, 2011; active = well fitted inhibition curve with a large enough effect in the signal ratio, with a control signal flat, not every such curve was filed as active; inconclusive = small, poorly fitted or top-dose-only effect, or effect the other way, or a change in a side signal; the % refers to the signal ratio;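 also: potency is read from the fitted curve at half-maximal effect; plate controls were basal doxycycline-induced cells for no effect and cells given 10 µM MG132 for full effect; MG132 reads +100%, hits lower the ratio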
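Doxycycline induced both beetle luciferases in TMD8 lymphoma cells; IKK-driven degradation limits the IkappaBalpha-fused green signal, while red luminescence normalises for cell number and nonspecific effects. Compounds tested up to 46 uM, 4 hrs.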
TCR act – Activators of T cell receptors: qHTS campaign; Potency, µM (top dose mostly 9.22 µM), for inactives: top-dose activation of IL-2 secretion, hits mostly activators; 330,000 tested, under 10 active; primary human leukocytes, anti-CD3, IL-2 HTRF, 48 h; also: % of control where 0% means no effect
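IL-2 produced over 48 hr by a-CD3 bead-stimulated primary human leukocytes exposed to compounds was detected with a homogeneous time-resolved FRET immunoassay, 665nm acceptor signal after 320nm excitation.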
PTAP TSG101 blk – qHTS Assay for Iinhibitors of HIV-1 Budding by Blocking the Interaction of PTAP/TSG101; Potency, µM (highest dose often 115 µM), without a hit: top-dose activity change, negative = inhibition, actives largely listed as inhibitors; 340,000 tested, under 10 active; AID 493005, 2010; Tumor susceptibility gene 101 protein (Homo sapiens), Q99816; Fluorescence polarization, FITC-PTAP peptide / Tsg101 binding; active = well fitted inhibition curve with a large enough effect in the main read-out, with a control signal flat, not every such curve was filed as active; inconclusive = small, poorly fitted or top-dose-only effect, or effect the other way, or a change in a side signal; inactive = no such curve, though single readings can be large or run the other way; also: potency is read from the fitted curve at half-maximal effect; % of control where 0% means no effect
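Fluorescence anisotropy tracks displacement of a FITC-tagged PTAP peptide (50 nM) from the Tsg101 binding domain (10 uM), following a 20 min room-temperature incubation at pH 7.5.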
uPA surface inh – qHTS for Inhibitors of Cell Surface uPA Generation; cell surface uPA generation assay, qHTS; Potency, µM (doses to about 38.3 µM), for the others: top-dose activity change, negative = inhibition, most hits filed as inhibitors; 0.31% of 330,000 active; active = well fitted inhibition curve with a large enough effect; inconclusive = small, poorly fitted or top-dose-only effect; inactive = no such curve, though single readings can be large or run the other way; tested in mouse RAW 264.7 cells; also: potency is read from the fitted curve at half-maximal effect; % is scaled to controls: 0 for no effect and ±100 for the full control effect; nearly all actives have a fitted effect of over 55% in size
B2AR arrestin – qHTS assay of beta-arrestin-biased ligands of beta2-adrenergic receptor; beta-arrestin recruitment to beta2AR, cell-based reporter; Potency, µM (series often up to 46.1 µM), without a hit: at the highest dose activation, hits mostly activators; 0.02% of 330,000 active;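 also: potency is read from the fitted curve at half-maximal effect; 0% = DMSO controls and full agonism = EC100 isoproterenol or metaproterenol; nearly all actives have a fitted effect of over 65% in size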
Target sequence (P07550 whole entry, looked up): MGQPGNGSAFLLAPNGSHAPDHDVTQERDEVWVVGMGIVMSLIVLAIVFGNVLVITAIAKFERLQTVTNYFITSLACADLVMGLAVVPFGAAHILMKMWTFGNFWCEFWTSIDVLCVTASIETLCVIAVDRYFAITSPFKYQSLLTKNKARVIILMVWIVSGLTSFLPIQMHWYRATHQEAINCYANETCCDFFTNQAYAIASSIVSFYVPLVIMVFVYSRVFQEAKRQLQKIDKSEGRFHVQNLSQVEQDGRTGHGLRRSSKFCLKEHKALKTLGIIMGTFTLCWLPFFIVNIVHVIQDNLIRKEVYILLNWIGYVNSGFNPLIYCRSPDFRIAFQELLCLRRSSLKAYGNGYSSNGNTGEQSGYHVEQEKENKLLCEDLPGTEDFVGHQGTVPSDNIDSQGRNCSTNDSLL
Eya2 inh – qHTS Assay for Inhibitors of the Phosphatase Activity of Eya2; recombinant Eya2, OMFP fluorescence dephosphorylation (OMFP is methylfluorescein phosphate); 0.006% of 330,000 active; Protein phosphatase EYA2 (Homo sapiens), O00167; Potency, µM (doses to about 76.9 µM), for the others: at the top dose activity, negative = inhibition, hits mostly inhibitors; AID 488837, 2010; also: potency is read from the fitted curve at half-maximal effect; % is scaled to controls: 0 for no effect and ±100 for the full control effect
Target sequence (O00167 whole entry, looked up): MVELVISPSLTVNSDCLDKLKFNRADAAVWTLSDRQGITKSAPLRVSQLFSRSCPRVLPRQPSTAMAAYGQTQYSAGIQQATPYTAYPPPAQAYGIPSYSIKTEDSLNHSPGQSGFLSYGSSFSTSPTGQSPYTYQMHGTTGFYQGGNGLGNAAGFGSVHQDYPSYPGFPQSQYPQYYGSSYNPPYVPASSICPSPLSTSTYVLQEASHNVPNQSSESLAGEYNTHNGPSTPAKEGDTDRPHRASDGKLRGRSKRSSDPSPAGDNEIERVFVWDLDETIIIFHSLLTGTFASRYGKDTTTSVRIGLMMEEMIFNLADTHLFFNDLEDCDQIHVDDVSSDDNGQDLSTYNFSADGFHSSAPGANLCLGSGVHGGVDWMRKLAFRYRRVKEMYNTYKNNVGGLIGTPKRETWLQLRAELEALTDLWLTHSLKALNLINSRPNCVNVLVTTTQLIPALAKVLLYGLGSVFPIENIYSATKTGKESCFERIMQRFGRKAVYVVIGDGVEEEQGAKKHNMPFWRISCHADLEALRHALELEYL
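Eya2 protein (added as 0.2 uM solution) was preincubated with compound for 10 min at ambient temperature in 50 mM HEPES pH 7.5, 50 mM NaCl, 5 uM MgCl2, 0.05% BSA, 1 mM DTT. OMFP (added at 50 uM) then reacted 10 min; fluorescence read at 485/525 nm.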
Tb PFK block – qHTS Assay to Find Inhibitors of T. brucei phosphofructokinase. T. brucei PFK, ADP-Glo luminescence. Potency, µM (series often up to 57.5 µM), inactives show at the highest dose activity, negative = inhibition, actives largely listed as inhibitors. 0.17% of 330,000 active;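 also: potency is read from the fitted curve at half-maximal effect; 0% = uninhibited 1x PFK enzyme wells and -100% = no-enzyme wells; nearly all actives have a fitted effect of over 60% in size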
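PFK 1.25 nM, F6P 0.5 mM, ATP 0.1 mM, 0.1 M TEA pH 8.0, 5 mM MgCl2, 0.01% Tween20, 0.1% BSA; 45 min RT. ADP-Glo readout. qHTS titration up to 57 uM; curves fitted, compounds curve-classed.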
Mito fusion act – qHTS Assay for Small Molecule Inhibitors of Mitochondrial Division or Activators of Mitochondrial Fusion; S. cerevisiae fusion-defective mutant growth rescue, CellTiterGlo 48 h; 0.23% of 320,000 active; AID 485298, 2010; Potency, µM (doses to about 46.1 µM), for inactives: top-dose growth rescue (activation), actives largely listed as activators;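 also: potency is read from the fitted curve at half-maximal effect; % of control where 0% means no effect; nearly all actives have a fitted effect of over 45% in size; temperature-sensitive fusion mutants such as fzo1-1 at 37 °C on non-fermentable ethanol glycerol medium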
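Luminescent cell viability in 1536-well qHTS format served as the measure of rescued growth in ts fusion-mutant S. cerevisiae cultured on non-fermentable YPEG for 48 hours at 37C.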
TSHR antagonist – Antagonists of the Thyroid Stimulating Hormone Receptor: HTS campaign | Thyrotropin receptor (Homo sapiens), P16473 | TSHR-expressing cells, TSH-stimulated cAMP HTRF, 2 h; stronger effect = lower value | activity change, negative = inhibition, % at 11.5 µM | 0.2% of 330,000 active | AID 504810, 2011;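 active = activity change below a set negative limit, meaning inhibition stronger than a set level, cut at about -70% in these data; inconclusive = activity change between two set negative limits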; also: % is scaled to controls: 0 for no effect and ±100 for the full control effect
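Cell-based HTRF cAMP assay; TSHR cells + compound, TSH EC80 (4nM final), 2 h, 37 deg C. Lysis with anti-cAMP cryptate and cAMP-d2, 30 min RT, read 665/620 nm.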
USP2a inh – qHTS Assay for Inhibitors of Ubiquitin-specific Protease USP2a Using CHOP2 as the Reporter; Ubiquitin carboxyl-terminal hydrolase 2 (Homo sapiens), O75604; USP2 core, Ub-CHOP2 coupled fluorogenic reporter, 485/531; Potency, µM (doses to about 38.3 µM), without a hit: at the top dose activity change, negative = inhibition, usual class: inhibitors; 0.01% of 330,000 active;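 also: potency is read from the fitted curve at half-maximal effect; plate controls were DMSO wells for no effect and full inhibition by NEM control for full effect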
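Cell-free coupled assay: 10nM USP2 core preincubated 30min RT with compound in Tris-HCl pH 8.0/CaCl2/CHAPS buffer, then 25nM Ub-CHOP2 and 25nM reporter substrate; fluorescence (Ex 485/Em 531) read after 60min RT, normalized to NEM inhibition, concentration-response curves fitted.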
* marks the source's active call; other numbers are inactive results; ? = inconclusive; · = no result given; [ ] = another dose, or the depositor's remark. Unless noted, calls follow the shape of the dose curve; as a rule, active = well fitted curve in the direction sought with a large enough effect; inconclusive = small, poorly fitted or top-dose-only effect, or another doubt; inactive = no such curve, though single readings can be large; an effect the other way counts as inactive or inconclusive.

The first two compounds, ahead of the listing:
SMILES	ELG1 DNA repair	BCR signal inh	TCR act	PTAP TSG101 blk	uPA surface inh	B2AR arrestin	Eya2 inh	Tb PFK block	Mito fusion act	TSHR antagonist	USP2a inh
COC(CN(C)C(=O)c1cn(C)c2ccc(S(=O)(=O)N(C)C3CCCCC3)cc2c1=O)OC	11%	?	-2%	-1%	-3%	-1.1%	9%	-20%	-1%	-4	6%
COCCNC(=O)c1ccc2c(c1)NC(=O)CS2	7%	1%	0%	-3%	·	-0.9%	0%	-12%	1%	7	1%

All compounds of this part, previewed entries included:
SMILES	ELG1 DNA repair	BCR signal inh	TCR act	PTAP TSG101 blk	uPA surface inh	B2AR arrestin	Eya2 inh	Tb PFK block	Mito fusion act	TSHR antagonist	USP2a inh
COC(CN(C)C(=O)c1cn(C)c2ccc(S(=O)(=O)N(C)C3CCCCC3)cc2c1=O)OC	11%	?	-2%	-1%	-3%	-1.1%	9%	-20%	-1%	-4	6%
COCCNC(=O)c1ccc2c(c1)NC(=O)CS2	7%	1%	0%	-3%	·	-0.9%	0%	-12%	1%	7	1%
Nc1ccc(C(=O)N2CCN(S(=O)(=O)c3ccc(Br)cc3)CC2)cc1[N+](=O)[O-]	1%	?	-8%	-4%	1%	-1.7%	9%	0%	7%	-13	-2%
CCOc1ccccc1N1CC(C(=O)Nc2ccc3c(c2)OCCO3)CC1=O (configuration not stated)	25%	?	·	-1%	1%	-0.5%	-7%	3%	-10%	8	0%
Cc1ccc(-c2nn(-c3ccc(F)cc3)cc2C(=O)NCC2CCCO2)cc1 (configuration not stated)	-9%	2%	·	-3%	-1%	0.1%	-12%	-2%	13%	-3	0%
CCOC(=O)N1CCN(C(=O)c2ccc(CN(c3ccc(C)c(C)c3)S(C)(=O)=O)cc2)CC1	?	?	-2%	1%	-4%	-0.3%	3%	-3%	-4%	-7	0%
Cc1ccccc1NC(=O)c1ccc2c(c1)C(=O)N(CC(C)C)C2=O	-11%	-1%	-2%	1%	-1%	-1.1%	-17%	4%	3%	-1	2%
CCN(CC)CCCn1c2c(c(SCC(=O)Nc3ccccc3Cl)nc1=O)CCC2	4%	?	5%	1%	-2%	-0.1%	-7%	4%	-5%	8	2%
COc1ccc(-c2nc3cnccn3c2Nc2ccc3c(c2)OCO3)cc1	5%	-20%	-2%[46.1 µM]	1%	-24%	-0.3%	3%	-5%	3%	-2	2%
COc1ccc(N2CCn3c2nc2c3c(=O)n(CCc3ccccc3)c(=O)n2C)c(OC)c1	?	-1%	·	·	·	-0.1%	7%	5%	7%	-9	4%
COc1ccc(-n2c3c(cc(C(=O)NCC(=O)c4ccccc4)c2=O)C(=O)CC(C)(C)C3)cc1	1%	?	0%	0%	-3%	-0.4%	-10%	-6%	-1%	15	0%
COCc1c(C(=O)N2CCN(Cc3ccc4c(c3)OCO4)CC2)oc2ccccc12	?	-6%	-2%	-3%	-5%	-0.2%	-3%	-2%	20%	-7	0%
Cc1ccc(SCc2nc(N)nc(Nc3ccccc3C)n2)c(C)c1	3%	-1%	-2%[46.1 µM]	-1%	-22%	-0.4%	1%	-5%	19%	18	-8%
CCN1C(=O)C(O)(C2COC(C)(C)CC2=O)c2cc(Br)ccc21 (configuration not stated)	?	?	-8%	-8%	?	-0.8%	30%	-9%	3%	4	0%
CCOc1ccc(C(=O)NC2CC3CCCC(C2)N3Cc2ccccc2)cc1 (configuration not stated)	-15%	2%	·	-1%	0%	0.0%	8%	3%	-3%	-3	-1%
O=c1oc(-c2cccc(S(=O)(=O)N3CCOCC3)c2)nc2ccccc12	4%	-5%	1%	-2%	0%	-0.5%	2%	-10%	4%	26	0%
Cn1c(=O)c2c(nc(Br)n2Cc2ccccc2Cl)n(C)c1=O	-7%	1%	-1%	-6%	-4%	0.5%	6%	-3%	13%	0	1%
CN(C)S(=O)(=O)c1cccc(C(=O)NC2CCSc3ccccc32)c1 (configuration not stated)	?	-6%	-2%	-6%	0%	0.2%	8%	-5%	1%	6	3%
CC(=O)c1sc(-c2ccc(F)cc2)cc1NS(=O)(=O)c1ccccc1	-4%	5%	10%	-6%	5%	0.2%	-1%	3%	2%	-4	7%
CCc1ccc(NC(=O)c2ccc3c(=O)n4c(nc3c2)CCCCC4)cc1	?	?	5%	-10%	4%	-0.5%	-9%	6%	5%	-28	1%
O=C(O)c1cc(NC(=O)c2ccc([N+](=O)[O-])cc2)cc(NC(=O)c2ccc([N+](=O)[O-])cc2)c1	-7%	5%	9%	0%	-3%	-0.2%	2%	-2%	-3%	2	1%
COc1ccc(CCNC(=O)/C=C/c2ccc(S(=O)(=O)N3CCOCC3)cc2)cc1	30%	-2%	-9%	-8%	3%	-0.2%	11%	2%	6%	37	1%
CNC(=S)N(Cc1cccs1)Cc1cc2ccc(OC)cc2[nH]c1=O	?	2%	-2%	-1%	-7%	0.2%	6%	1%	1%	-8	4%
COCC1CCN(C(=O)C2CCC(=O)N(CCc3cccc(F)c3)C2)CC1 (configuration not stated)	-10%	2%	-5%	-4%	0%	0.3%	-1%	0%	2%	-2	0%
c1ccc(-c2nnc(SCc3cn4ccsc4n3)o2)cc1	?	?	1%	-1%	-7%	-0.7%	-4%	-2%	2%	4	-1%
O=C(NCc1ccccn1)c1nc(-c2cccs2)no1	?	4%	5%	-3%	13%	0.1%	4%	0%	2%	-2	0%
COc1ccc(Cl)cc1-c1nc(SCC(=O)NCC2CCCO2)n[nH]1 (configuration not stated)	-1%	-1%	-1%	-4%	-5%	-0.1%	-23%	-3%	-6%	11	3%
Cc1[nH]nc2c1/C(=N\O)CC(C)(C)C2	-8%	6%	-2%	-1%	0%	0.1%	-3%	2%	-2%	-1	0%
CCCn1cnc2c(oc3ccccc32)c1=O	?	?	-7%	-1%	4%	-0.3%	4%	-1%	7%	-4	-1%
CCC(Oc1ccc(Br)cc1Cl)C(=O)Nc1nnc(C2CC2)s1 (configuration not stated)	-1%	?	6%	-2%	5%	-0.8%	3%	10%	-15%	-3	0%
OC[C@@H](O)C1OC2NC(=S)OC2C1O (some centres not stated)	2%	1%	5%	0%	-1%	-0.8%	-14%	4%	-7%	-2	4%
Cc1cc(C)c(C)c(S(=O)(=O)NCc2ccncc2)c1C	2.9µM*	-15%	1%	1%	-7%	0.0%	-3%	1%	3%	-2	0%
COC(=O)c1ccc(CS(=O)(=O)c2ccc(F)cc2)o1	1%	2%	-6%	3%	-5%	-0.1%	12%	0%	-7%	9	3%
COCCCn1cc(C(=O)c2ccccc2OCC(=O)Nc2cccc(F)c2)cc(C#N)c1=O	?	?	-3%	0%	7%	-0.2%	9%	1%	0%	24	0%
COc1cc(C(=O)Nc2nc(-c3cccs3)cs2)cc(OC)c1OC	13µM*	9%	-3%	-4%	7%	-0.2%	-24%	1%	14µM*	-40	-7%
N#CCSc1nc2ccccc2c(=O)n1CCC(=O)NCCc1ccccc1	-4%	0%	6%	0%	-9%	-0.1%	11%	?	-3%	0	4%
CCN(C[C@H]1N[C@@](Cc2ccccc2)(C(=O)OC)[C@H]2C(=O)N(Cc3ccccc3)C(=O)[C@@H]12)S(=O)(=O)c1ccc(C(F)(F)F)cc1	-19%	6%	-3%	-4%	16%	0.3%	-34%	1%	·	-8	5%
COc1ccc(Cl)cc1NC(=O)CN(C)C(=O)Cn1[nH]c(=O)c2ccccc2c1=O	3%	0%	-10%	1%	8%	0.2%	-1%	-13%	-4%	-1	0%
Cc1cc(SCc2ccc(C(F)(F)F)cc2)nc(=O)[nH]1	7%	1%	2%	1%	1%	0.1%	3%	-1%	?	-5	-1%
